H9c2 TAG inh – inhibitors of triacylglycerol accumulation, primary screen, cell-based, uHTS, fluorescence, H9c2; H9c2 cells, Nile Red lipid (TAG) fluorescence; cells loaded with 200 µM oleic acid; 230,000 tested, 0.66% active; inhibition, % at 12.5 µM;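 active means pattern-corrected inhibition of lipid staining of at least 50% with the nuclear-stain viability signal not falling by more than 50%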;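 further: 0% = DMSO wells and 100% = triacsin C control wells; some results filed as inactive read as strong as hits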
H9c2 TAG inh DAPI viability – recorded beside H9c2 TAG inh, whose call it bears; DAPI nuclei signal change (viability), lower = more cytotoxic, %;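 whole-well DAPI fluorescence read on a plate reader as a viability signal; minus 50 percent equals half of cells still viable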
An asterisk follows results filed as active. Only part of the results is shown, so the mix of outcomes need not match the whole.

smiles	H9c2 TAG inh	H9c2 TAG inh DAPI viability
CCN(CC)C(=O)COc1ccc2c(c1)C(=O)CC(C)(C)O2	3	4
Cn1c(=S)n(C)c2ccccc21	-18	3
C=C(C)C1CC=C(C)/C(=N/NC(=O)C2CC2c2ccccc2)C1 (stereo not given)	-34	-8
CCOC(=O)[C@H]1[C@H]2COc3cc(OC)ccc3[C@@H]2N2C(=O)c3cc(C)ccc3NC(=O)[C@@]12C	3	-1
CCN(CC)CCCn1c2c(c(SCC(=O)Nc3nc4ccccc4s3)nc1=O)CCC2	17	7
Cc1ccc(C(=O)CSc2ccccn2)cc1	-21	3
Cc1ccc(C2(C)NC(=O)N(CC(=O)N3c4ccccc4NC(=O)CC3C)C2=O)cc1 (stereo not given)	-15	4
CC(=O)Nc1ccc(C(=O)Nc2nc(-c3ccccn3)cs2)cc1	5	5
C=CCN(c1ccccc1)S(=O)(=O)c1cccc(C(=O)NCC(c2ccc(OC)cc2)N2CCCCC2)c1 (stereo not given)	8	11
Cc1cccc(NC(=O)CSc2nnc(CN3CCOCC3)n2C)c1C	-21	4
O=C(Cc1ccc(Cl)cc1)Nc1ccc(N2CCN(C(=O)c3ccco3)CC2)cc1	-21	13
O=C(CNC(=O)c1ccc(Br)o1)NC1CCCCC1	16	5
CS(=O)(=O)NCCNc1cc(Cl)ccc1[N+](=O)[O-]	-8	2
COc1cccc(C2=NN(C(=O)c3ccco3)C(O)(C(F)(F)F)C2)c1 (stereo not given)	5	-10
O=C(O)Cc1csc(NC(=O)c2ccco2)n1	3	-1
CC(N1CCOC1=O)S(=O)(=O)c1ccccc1 (stereo not given)	4	-7
COc1ccccc1NS(=O)(=O)c1cccc(C(=O)NCC2(N3CCCCC3)CCCCC2)c1	5	-3
COc1cccc(CNc2ccc(C(=O)O)cc2)c1OCc1ccccc1	2	-10
O=C(CSc1ccc(Cl)cc1)Nc1cccc(-c2nc3ncccc3o2)c1	30	-11
CCOc1ccc(/C=C/C(=O)OCC(=O)Nc2cccc(S(=O)(=O)N3CCCC3)c2)cc1	7	0
CCCOc1ccc(/C=N/NC(=O)CN2CCCCC2)cc1	0	-4
COc1cc(OC)cc(-c2cc3nc(C)c(CCC(=O)NC(C)CCc4ccco4)c(C)n3n2)c1 (stereo not given)	17	-5
CCc1ccc(NC(=O)CN(c2ccccc2)S(=O)(=O)N(C)C)cc1	-6	10
Cc1ccc(S(=O)(=O)NCC(=O)Nc2cccnc2)cc1C	-18	-2
CCOC(=O)C1(CC2CC2)CCN(Cc2cnc(-c3ccccc3C)nc2)CC1	-2	5

Other results.
smiles	H9c2 TAG inh	H9c2 TAG inh DAPI viability
CCN(CC(=O)Nc1ccc(OC)cc1)C(=O)Cc1coc2cc(C)c(C)cc12	7	-2
CN(c1ccc(OCC(=O)N2CCCC2)cc1)S(=O)(=O)c1ccc(Cl)cc1	3	-1
COc1ccc(-c2cn3c(C)c(C(=O)N4CCCc5ccccc54)sc3n2)cc1	7	1
CC(=O)c1cccc(OCc2cc(C(=O)N(C)CCc3ccccn3)no2)c1	-6	1
O=C1c2cccc(OCC(=O)N3CCCc4ccccc43)c2CCN1Cc1cccnc1	-14	-7
N#Cc1cc(-c2cccc(Cl)c2)c[nH]c1=O	7	16
CCOc1cc(CNCCCN2CCOCC2)cc(Br)c1OCc1ccccc1Cl	14	28
Cc1cc(C)c(OCC(=O)N(C)CC(=O)Nc2ccc(N3CCOCC3)cc2)c(C)c1	10	4
[O-]/C(=C(\C(=S)NCc1ccco1)[n+]1ccccc1)c1ccccc1Br	-22	4
CCN(CC)C(=O)CSC(Nc1cccc(F)c1)=C(C#N)C#N	3	-1
CCCCn1c(N)c(N(C)C(=O)c2cn(-c3ccccc3)nc2-c2ccccc2)c(=O)[nH]c1=O	-19	2
CC(=O)N(c1nc(/C=C\C(=O)O)cs1)c1ccccc1F	2	-1
CC(C)(C)c1ccc(OCCNCc2ccccc2)cc1	-2	10
CC(/C=C/c1ccc(Cl)o1)=C\C(=O)O	0	13
O=C(O)[C@H](Cc1ccccc1)NC(=O)N1CCN(c2cccc(C(F)(F)F)c2)CC1	-6	5
C[C@@H]1CN([C@@H](C)CO)C(=O)CCCn2cc(nn2)CO[C@H]1CN(C)C(=O)Oc1ccccc1	3	-11
O=C(CN1CCCC1=O)NC1CCCc2c1cnn2-c1cc(F)cc(F)c1 (stereo not given)	-9	-3
Cc1cccc(-n2ncc3c(N4CC(C)CC(C)C4)ncnc32)c1 (stereo not given)	-5	4
O=S1(=O)CCOC[C@H](c2ccccc2)N1Cc1cccc(F)c1	-13	2
Cc1c2c(n3c(nc4ccccc43)c1C#N)N(CCN1CCOCC1)CC2	1	14
CC1CCCC12NC(=O)NC2=O (stereo not given)	-4	5
COc1ccc(-n2cnnc2SCC(=O)Nc2cccnc2Cl)cc1	-13	-18
CCOC(=O)CNC(=O)c1ccc2c(c1)OCCO2	7	0
CC(c1ccccc1)n1c(Br)nc2c1c(=O)[nH]c(=O)n2C (stereo not given)	-5	-8
COC(=O)C1(CCSC)NC(c2ccccc2OC)C2C(=O)N(C)C(=O)C21 (stereo not given)	-6	-5

Some of these compounds in order of length of the SMILES, descending:
smiles	H9c2 TAG inh	H9c2 TAG inh DAPI viability
C[C@@H]1CN([C@@H](C)CO)C(=O)CCCn2cc(nn2)CO[C@H]1CN(C)C(=O)Oc1ccccc1	3	-11
CCCCn1c(N)c(N(C)C(=O)c2cn(-c3ccccc3)nc2-c2ccccc2)c(=O)[nH]c1=O	-19	2
O=C(O)[C@H](Cc1ccccc1)NC(=O)N1CCN(c2cccc(C(F)(F)F)c2)CC1	-6	5
Cc1cc(C)c(OCC(=O)N(C)CC(=O)Nc2ccc(N3CCOCC3)cc2)c(C)c1	10	4
CCN(CC(=O)Nc1ccc(OC)cc1)C(=O)Cc1coc2cc(C)c(C)cc12	7	-2
O=C1c2cccc(OCC(=O)N3CCCc4ccccc43)c2CCN1Cc1cccnc1	-14	-7
CC(=O)c1cccc(OCc2cc(C(=O)N(C)CCc3ccccn3)no2)c1	-6	1
Cc1c2c(n3c(nc4ccccc43)c1C#N)N(CCN1CCOCC1)CC2	1	14
CCOc1cc(CNCCCN2CCOCC2)cc(Br)c1OCc1ccccc1Cl	14	28
O=S1(=O)CCOC[C@H](c2ccccc2)N1Cc1cccc(F)c1	-13	2
CCN(CC)C(=O)CSC(Nc1cccc(F)c1)=C(C#N)C#N	3	-1
COc1ccc(-n2cnnc2SCC(=O)Nc2cccnc2Cl)cc1	-13	-18
N#Cc1cc(-c2cccc(Cl)c2)c[nH]c1=O	7	16
CC(/C=C/c1ccc(Cl)o1)=C\C(=O)O	0	13
CC1CCCC12NC(=O)NC2=O (stereo not given)	-4	5

The list continues.
smiles	H9c2 TAG inh	H9c2 TAG inh DAPI viability
COc1cccc(C(=O)NNC(=O)C2CC(C)=C(C)CC2C(=O)O)c1 (stereo not given)	6	-17
Cc1ccc(S(=O)(=O)Nc2cccnc2)cc1C	5	0
Cc1ccc2ncccc2c1NC(=S)NC(=O)c1ccccc1	-57	-1
OC[C@@H]1CN(Cc2ccc3c(c2)OCO3)C[C@H](n2cnc3c(NCc4ccco4)ncnc32)O1	33	-7
O=C(O)C(c1ccccc1)C1CCCCC1O (stereo not given)	12	2
CCc1nc2c(OCCOc3ccccc3)cccn2c1N(C)C(=O)c1ccccc1F	-5	-4
CCCn1c(SCC(=O)NCc2ccc(C)cc2)n[nH]c1=O	2	0
FC(F)(F)c1cccc(Cc2noc(CN3CCCC(OCc4ccccn4)C3)n2)c1 (stereo not given)	-14	-8
CN(CCc1ccccc1)C(=O)c1cccc(NC(=O)Cc2cccc(NC(=O)C3CCN(C(=O)C4CCCC4)CC3)c2)c1	30	-20
O=C(NNC(=O)c1ccc2ccccc2c1)c1ccc(Cl)cc1	-7	1
CC1CCCCN1C(=O)CSc1nnc2ccccn12 (stereo not given)	0	-7
CCCOc1ccc(N2C(=O)CC(N(O)c3ccccc3)C2=O)cc1 (stereo not given)	13	8
O=c1sc2ccccc2c(=O)n1Cc1ccccc1F	-5	-7
CCC(=O)Nc1ccc(Cl)c(-c2nc3ncccc3o2)c1	4	1
Cc1ccc(C(=O)NCC(=O)NCCc2ccc(S(N)(=O)=O)cc2)s1	-1	4
CCC(C(=O)OC(C)C(=O)Nc1ccc(Cl)cn1)c1ccccc1 (stereo not given)	-23	3
COc1cccc(NC(=O)CN(C)C(=O)COc2ccccc2Cc2ccccc2)c1	-1	-7
C/C(=N\NC(=O)CSc1nc2ccccc2s1)c1cccnc1	-9	-1
CN(C(=O)CSc1nnc(-c2ccc(Cl)cc2)n1C)C1CCS(=O)(=O)C1 (stereo not given)	-2	-2
COCCCN1CC23C=CC(O2)C(C(=O)OC)C3C1=O (stereo not given)	6	-14
CCCNC(=O)COC(=O)c1cc(SC)ccc1Cl	-4	2
CC[C@@]1(C(=O)OC)N[C@H](CN(C)C(=O)Nc2ccccc2)[C@@H]2C(=O)N(C)C(=O)[C@@H]21	-4	-1
CCc1ccc2nc(NC(=O)c3cc(C)on3)sc2c1	6	-6
N#Cc1ccccc1OCC(=O)Nc1ccc2c(c1)OCO2	4	10
CCOC(=O)C1(CCOC)CCN(Cc2ccncc2)CC1	-3	8

Next section:
smiles	H9c2 TAG inh	H9c2 TAG inh DAPI viability
O=C(CCN1C(=O)/C(=C\c2ccccc2F)SC1=S)Nc1ccc(C(=O)O)c(O)c1	9	8
CCOC(=O)C1(Cc2ccccc2C)CCCN(C(=O)c2cc(CC)nn2C)C1 (stereo not given)	9	-11
COC(=O)C1C(=O)/C(=C/N(C)C)C(=O)CC1(C)C (stereo not given)	2	-5
COc1ccc(NC(=O)COC(=O)Cn2c(C)nc3ccccc32)cc1OC	-14	12
CNc1nc(-c2ccc(S(=O)(=O)N3CCCCC3)cc2)cs1	1	5
CCN(CC)S(=O)(=O)c1ccc(Cl)c(NC(C)=O)c1	8	0
COc1cccc(Cn2c(Oc3ccccc3)nc3c2c(=O)n(C)c(=O)n3C)c1	-3	-12
Cc1cccc(NC(=O)CSc2nc(=O)n(CCCN3CCOCC3)c3c2CCCC3)c1C	-19	9
CCc1ccc(NC(=O)C(=O)NCCN2CCN(C(=O)c3ccc(OC)cc3)CC2)cc1	-12	0
c1cc(CNCCN2CCNCC2)ccn1	11	-5
CSc1ccc(C(=O)C2CCCN(C(=O)c3nn(C)c(=O)c4ccccc34)C2)cc1 (stereo not given)	-10	1
Cc1csc(SC(C)C(=O)NCc2ccc3c(c2)OCO3)n1 (stereo not given)	0	-7
O=C(CCl)Nc1cccc(S(=O)(=O)N2CCCCCC2)c1	86	-60
O=C1NC[C@H](Cc2ccccc2)N(CC2CCN(CC3CCCC3)CC2)C1=O	3	5
COC(=O)CCc1n[nH]c(=O)[nH]c1=O	3	7
O=C(CNCC1CCCCC1)Nc1ccccc1N1CCCCC1	-27	-6
CCOC(=O)[C@@H]1[C@H]2COc3ccc(Br)cc3[C@@H]2N2C(=O)N(c3cccc(Cl)c3)C(=O)[C@]12C	-6	-8
O=C(O)c1ccccc1/C=N/NC(=O)c1cc(-c2ccco2)nc2ccccc12	4	9
COc1ccc(C(=O)COc2cccc(NC(=O)c3ccco3)c2)cc1	-22	1
CC(=O)Nc1cc(NC(C)=O)c2nc(N)sc2c1	2	2
CCN(CC)CC(=O)N1c2ccccc2Oc2c(c(=O)n(C)c(=O)n2C)C1c1cccc([N+](=O)[O-])c1 (stereo not given)	9	0
CSc1nc2nc3c(cc2c(=O)n1-c1cccc(C)c1)COC(C)(C)C3	-10	5
C[C@H]1C(=O)N(c2ccccc2)[C@@H]1c1ccccc1	-4	3
O=C(NS(=O)(=O)c1ccccc1)c1ccccc1	2	6
O=C1CCC(C(=O)N2CCN(c3cnccn3)CC2)CN1CCc1ccc(Cl)cc1 (stereo not given)	4	-3

Next section.
smiles	H9c2 TAG inh	H9c2 TAG inh DAPI viability
CCOC(=O)/C=C/C(=O)OCC(=O)Nc1cccc(Br)c1	17	-13
C=CCOC(=O)C1=C(C)NC(SCC(=O)OCC)=C(C#N)C1c1ccc(O)c(OC)c1 (stereo not given)	-5	0
COc1ccc(C(O)P(=O)(O)CCc2ccccc2)cc1 (stereo not given)	-13	6
O=C1N(Cc2cccnc2)C[C@@H]2C[C@@H](c3ccc(-c4ccccc4)cc3)N3CCC[C@@]123	-5	21
Cc1ccc2c(c1)N(CC(=O)NCc1ccco1)C(=O)CO2	-2	-6
CN(C)CCCn1c(SCC(=O)Nc2nc(-c3cccc(Br)c3)cs2)nc2ccccc2c1=O	79*	-0.5*
Cc1cccc(N(C(=O)Nc2ccc(Cl)cc2)C2=NCC(C)S2)n1 (stereo not given)	-11	4
Cc1ccc(S(=O)(=O)N2CCC3(CC2)OCCO3)s1	-2	-4
O=c1oc2cccnc2n1CCS(=O)(=O)c1ccc(F)cc1	3	1
CC(=O)c1c(-c2ccccc2)c2ccccc2[nH]c1=O	3	-9
CCOC(=O)/C=C/C(=O)N1CCc2ccccc21	-15	-8
COc1ccc(C(=O)NNC(=O)OC(C)(C)C)cc1	7	-5
CCOc1ccccc1OCC(=O)Nc1c(C)n(C)n(-c2ccccc2)c1=O	-18	-3

Bioassay records as filed in PubChem BioAssay.
